# STAT3 activator: IL-6 driven STAT3 reporter potentiators, primary screen, U3A cells, luciferase, luminescence, MLSCN library. IL-6 STAT3-luciferase reporter; 100% = signal with IL-6 EC80 alone. activation (% of control), % at 5.6 µM. 190,000 compounds, 0.91% hits;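 active = activation above the screen-wide mean of compound activation plus 3 SD, cut at about 130% in these data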;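 note: 0% = background luminescence of wells with medium and substrate only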
#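 system = STAT3-luciferase reporter U3A cells | reagent = IL-6 stimulus at 33 ng/mL final | timing = 1 h compound pre-exposure, 6 h IL-6 stimulation, 37 °C | measured by = luminescence | evaluation = % activation versus median of IL-6-stimulated wells | control set = IL-6-only wells as 100% reference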
# APP 5'UTR act: activators of APP 5'UTR luciferase reporter, primary screen, SH-SY5Y cells. SH-SY5Y APP 5'UTR luciferase reporter, luminescence; zero percent = DMSO vehicle wells. activation, % at 2 µM. 190,000 compounds, 1% hits. AID 1276, 2008;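 active = activation above a set limit, based on mean plus 3 SD of controls, cut at about 140% in these data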; note: values of inactives mirror those of a sister screen read the other way
# STAT3 blocker: IL-6 driven STAT3 reporter inhibitors, primary screen, U3A cells, luciferase, luminescence, MLSCN library | IL-6 STAT3-luciferase reporter; host cell line lacks STAT1 | inhibition, % at 5.5 µM | 190,000 compounds, 0.89% hits | AID 862, 2007;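 active = inhibition above the mean inhibition across all screened compounds plus 3 SD, cut at about 44% in these data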;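 note: 0% = DMSO only wells and 100% = 100 µM nifuroxazide control wells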
# Hsp70 activator: Hsp70 transcriptional activators, primary screen, cell-based, HeLa, Hsp70 promoter luciferase, luminescence, 10 µM; HeLa Hsp70 promoter luciferase reporter; scaled: vehicle 0, proteasome-inhibitor control 100%; activation, % at 10 µM; 200,000 compounds, 0.04% hits; AID 1203, 2008;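 active = activation above the mean across all tested compounds plus 3 SD, cutoff set per campaign, cut at about 5.5% in these data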;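 note: 100% = MG132 at 30 µM as the positive control and 0% = DMSO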
# FLuc inhib CS: firefly luciferase enzyme inhibitors, primary screen, artefact control for luciferase-based inhibitor screens, biochemical, luminescence, ATPLite; Luciferin 4-monooxygenase (Photinus pyralis), P08659; 10 min; inhibition, % at 10 µM; 200,000 compounds, 1.5% hits;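 active = inhibition above about 50% when tested at 10 µM, limit read from the data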
# Target sequence (P08659 whole entry, looked up): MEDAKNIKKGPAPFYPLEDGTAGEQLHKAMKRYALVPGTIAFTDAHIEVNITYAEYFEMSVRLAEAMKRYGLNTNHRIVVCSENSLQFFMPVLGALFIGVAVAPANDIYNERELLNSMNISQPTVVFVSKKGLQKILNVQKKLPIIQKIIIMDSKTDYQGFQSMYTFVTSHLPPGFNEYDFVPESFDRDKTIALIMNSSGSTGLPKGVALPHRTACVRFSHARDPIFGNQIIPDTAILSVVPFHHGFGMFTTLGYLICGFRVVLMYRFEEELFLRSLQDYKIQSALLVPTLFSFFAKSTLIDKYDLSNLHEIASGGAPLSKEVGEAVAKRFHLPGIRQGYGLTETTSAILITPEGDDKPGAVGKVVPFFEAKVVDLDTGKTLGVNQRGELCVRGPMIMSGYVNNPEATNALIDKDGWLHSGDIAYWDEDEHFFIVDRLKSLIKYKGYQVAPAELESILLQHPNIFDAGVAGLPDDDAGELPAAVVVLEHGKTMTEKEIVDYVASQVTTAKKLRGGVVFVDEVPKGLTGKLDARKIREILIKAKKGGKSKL
# APP transl inh: inhibitors of APP translation via 5'UTR reporter, primary screen, APP 5'UTR luciferase, SH-SY5Y cells; SH-SY5Y APP 5'UTR-luciferase reporter, luminescence; inhibition, % at 2 µM; 190,000 compounds, 0.82% hits; AID 1285, 2008;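 active = inhibition above a set limit, derived from the sample mean plus 3 SD, cut at about 45% in these data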; note: values of inactives mirror those of a sister screen read the other way
# STAT1 activator: STAT1 signaling activators, primary screen, cell-based, HTS, luciferase reporter; activation (% of control), % at 5.5 µM; 200,000 compounds, 2.6% hits; NIH 3T3 STAT1-luciferase reporter, IFN-gamma, luminescence; 100% = IFN-gamma alone, no compound; AID 932, 2007;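 active = activation above the screen-wide mean activation plus 3 SD, cut at about 130% in these data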;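 note: raw ratio to IFN-gamma control signal so 100% means no change and 0% no light; values of inactives mirror those of a sister screen read the other way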
# RAM network inh: inhibitors of the yeast RAM network, primary screen, dse1pr::URA3 reporter, 5-FOA selection | S. cerevisiae dse1pr::URA3 reporter, 5-FOA growth OD615, 2 d; analog-sensitive cbk1-as2 kinase mutant strain | inhibition, % at 50 µM | 190,000 compounds, 1.8% hits | AID 868, 2007;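 active = inhibition above a set limit, 3 SD over mean compound inhibition, cut at about 8.4% in these data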;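 note: 0% = DMSO-only wells with no growth and 100% = 10 µM 1-NA-PP1 full growth; inhibition rescues growth on 5-FOA so higher OD means more RAM inhibition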
# NF-kB expr up: activators of NF-kB expression in neurons, primary screen, cell-based, HTS; human neuronal cells, NF-kB reporter expression; stronger effect = higher value; fold change at 12.5 µM; 190,000 compounds, 1.6% hits; AID 1239, 2008; in the data active = fold change above about 3.3
# STAT1 inh: STAT1 signaling inhibitors, primary screen, cell-based, HTS, luciferase reporter; inhibition, % at 5.5 µM; 200,000 compounds, 0.35% hits; AID 920, 2007; NIH 3T3 STAT1-luciferase reporter, IFN-gamma, luminescence;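 active = inhibition above a set limit, the mean inhibition across all tested compounds plus 3 SD, cut at about 34% in these data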;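 note: 0% = IFN-gamma with DMSO and 100% = IFN-gamma with 300 µM nifuroxazide; values of inactives mirror those of a sister screen read the other way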
# The depositor's hits bear a star; . = not tested or not shown.
compound,STAT3 activator,APP 5'UTR act,STAT3 blocker,Hsp70 activator,FLuc inhib CS,APP transl inh,STAT1 activator,RAM network inh,NF-kB expr up,STAT1 inh
CCNC(=O)CC1C(=O)N(c2ccc(F)cc2)C(=O)N1Cc1cccs1 (stereo not drawn),95,-5,13,-0.1,-2,5,103,0.3,0.97,-5
CCn1c(=O)c(=O)n(CC)c2cc(S(=O)(=O)Nc3cccc(OC)c3)ccc21,108,1,-3,-0.1,-9,-1,95,0.8,0.93,5
N#Cc1c(Cl)nc(SCc2ccccc2)nc1-c1ccccc1,103,17,2,-0.4,-5,-17,98,5.6,1.1,2
Cc1cc(C)cc(-n2nnnc2SCC(=O)Nc2cccc(NC(=O)c3ccco3)c2)c1,98,6,3,-0.2,-4,-6,108,0.9,0.78,-9
COc1ccc(CNC(=O)c2cccnc2Sc2ccc(C)c(C)c2)cc1,106,-3,-9,-0.3,-1,2,102,9.3*,0.92,-2
CN(c1ccc(C(=O)NCc2ccco2)cc1)S(C)(=O)=O,103,-14,-1,-0.1,-3,14,105,1.9,1.2,-1
COc1cccc(C2CC(C(F)(F)F)n3nc(C(=O)NCc4cccnc4)cc3N2)c1 (stereo not drawn),99,-24,6,-0.5,-4,24,101,0.0,0.79,-1
Cc1ccc(C)c(S(=O)(=O)NCCCN2CCOCC2)c1,100,-2,5,0.2,-7,2,98,1.1,1.1,1
CC(C)(C)SCCNC(=O)CN(c1ccc(F)cc1)S(=O)(=O)c1ccccc1,101,-18,4,-0.2,-6,18,88,-1.3,1.1,12
Cc1cccc(C(=O)N[C@H](C(=O)Nc2nnc(C3CC3)s2)C(C)C)c1,94,-7,7,-0.2,7,7,101,0.3,1,-1
COc1cccc(/C(O)=C/C(=O)C(=O)Nc2ccc(S(=O)(=O)NC(C)=O)cc2)c1,107,-24,-10,-0.1,2,24,98,1.9,1.2,3
CCNC(=O)CC1C(=O)N(c2ccc(F)cc2)C(=O)N1Cc1ccc(OC)cc1 (stereo not drawn),103,5,2,0.2,-2,-5,105,0.3,1.2,-5
CCOCCNC(=O)c1ccccc1C(=O)NCCOCC,97,13,8,-0.4,-6,-13,105,-0.4,0.96,-6
Cc1ccc(S(=O)(=O)n2c(=O)oc3ccccc32)cc1,99,14,1,-0.1,-7,-14,94,1.6,1,7
Cc1ccccc1S(=O)(=O)Cc1ccc(C(=O)N2CCN(c3ncccn3)CC2)o1,94,7,14,0.3,-5,-7,91,0.2,1.1,11
CCCNC(=O)N1CCC(C(=O)c2ccc(F)cc2)CC1,98,0,7,0.1,-9,0,97,0.3,1,3
COc1ccc(CC2(CO)CCN(Cc3ccc(OC(F)(F)F)cc3)CC2)cc1,91,-10,15,-0.2,-11,10,95,-0.1,1,4
CCCCNC(=O)CNC(=O)c1cccs1,103,-3,0,-0.5,-4,3,103,0.5,1.1,-4
COc1ccc(OC)c(/C=C/C(=O)Nc2cccc(S(=O)(=O)N3CCCC3)c2)c1,92,14,10,-0.2,-4,-14,97,2.6,0.75,4
CC1CCCC(C)N1C(=O)CSc1nnc(NC(=O)Cc2cccs2)s1 (stereo not drawn),98,4,3,0.2,0,-4,104,5.0,1.2,-4
COc1ccc(C2CC(=O)C(C=NCCN3CCOCC3)=C(O)C2)cc1 (stereo not drawn),91,3,12,-0.3,-3,-3,97,1.2,0.97,3
CCSc1nc2ccc(C)cc2cc1C#N,98,23,8,-0.2,-5,-23,105,1.2,1.4,-6
CCC(C(=O)Nc1nccs1)(C(F)(F)F)C(F)(F)F,99,-7,6,-0.3,-8,6,103,3.2,1.1,-3
O=C(c1cn(-c2ccccc2)nc1-c1cccs1)N1CCN(c2ccc(F)cc2)CC1,98,-1,6,-0.3,3,1,97,3.0,0.78,4
Cc1ccc(NC(=O)CN(C)C(=O)CSc2nncn2C)cc1,98,-4,10,-0.1,-3,4,101,-0.7,1,-1
CCCNS(=O)(=O)c1ccc(OCC(=O)N2CCC(C(=O)OCC)CC2)cc1,101,-5,0,-0.2,-6,5,104,2.3,0.85,-5
CN=C(Nc1cccc(Cl)c1)SC1CC(=O)N(c2ccc(OC)cc2)C1=O (stereo not drawn),97,2,4,0.1,-4,-2,85,4.0,1.6,16
O=c1[nH]cnc2scc(-c3ccsc3)c12,96,-6,11,0.0,-2,6,98,0.9,1,2
CCc1nnc(NS(=O)(=O)c2ccc(NC(=S)NC(=O)c3ccc(F)cc3)cc2)s1,98,1,3,-0.1,-3,-1,103,0.6,1.1,-3
O=C(CCS(=O)(=O)c1ccc(Br)cc1)NCc1cccs1,107,18,-1,0.0,4,-18,101,-0.2,1.1,0
Cc1ccc(Cl)cc1NS(=O)(=O)c1c(C)[nH]c(=O)[nH]c1=O,94,1,13,-0.5,-9,-1,97,1.1,1.3,3
O=C(NC1CCCCC1)N(CCO)Cc1cc2cc3c(cc2[nH]c1=O)OCCO3,106,-3,-6,-0.1,-2,3,101,-0.5,1.4,-1
COCC(=O)Nc1nnc(SCC(=O)NCc2cccs2)s1,99,6,7,-0.1,-3,-6,103,1.3,1,-3
O=C(Nc1nc(-c2nc3ccccc3s2)cs1)C1COc2ccccc2O1 (stereo not drawn),107,36,-9,-0.2,7,-36,132*,2.3,3,-34
O=[N+]([O-])c1ccccc1CNc1ccc(F)c(Cl)c1,105,-19,-5,-0.3,-8,19,104,0.4,1.1,-4
O=P(C1=C(N2CCOCC2)/C(=C\c2ccccc2)CC1)(N1CCOCC1)N1CCOCC1,104,7,-2,-0.1,-5,-7,108,-0.2,1,-9
COc1ccc(S(=O)(=O)CCC(=O)NCCc2ccc(S(N)(=O)=O)cc2)cc1,102,-8,4,-0.5,2,8,101,1.1,1.2,0
N#C/C(=C\c1cn(Cc2cccc(F)c2)c2ccccc12)C(=O)NCc1ccco1,102,7,-4,-0.2,-1,-7,102,4.2,0.96,-2
O=S(=O)(Nc1nc2ccccc2[nH]1)c1ccc2ccccc2c1,99,9,7,-0.2,1,-9,98,-0.3,1.1,3
NC(=O)C1(N2CCCCC2)CCN(C(=O)CSc2nc3ccccc3s2)CC1,100,-7,4,-0.3,-3,7,101,0.7,0.99,-2
Cc1ccc2oc(=O)n(CCCOc3ccccc3C)c2c1,89,-2,19,0.2,-5,2,110,1.8,1.7,-13
COc1ccc(N2CCN(C(=O)CN(c3ccccc3)S(C)(=O)=O)CC2)cc1,102,3,3,1.1,-5,-3,104,2.0,0.98,-5
COc1ccc(CC(=O)N2CCN(c3ccc(C4=NNC(=O)CC4C)cc3)CC2)cc1 (stereo not drawn),102,8,6,0.0,-4,-8,98,0.7,0.53,3
CCn1c(CC(=O)Nc2ccc(C)c(Cl)c2)nnc1SCc1ccc(Cl)c(Cl)c1,97,8,10,-0.6,-3,-8,88,1.9,1.1,13
Cc1ccc(NS(=O)(=O)c2cc(OCC(N)=O)c(C)cc2Cl)cc1,97,-11,2,-0.2,-3,11,92,0.4,1.2,9
COC(=O)CSc1ccccc1C(=O)OC,100,.,3,0.0,2,-27,105,0.8,1,-3
O=C(c1cc2c(F)cccc2s1)N1CCCC1,97,15,6,-0.3,-5,-15,106,0.0,1.2,-8
CCSC(SCC)[C@H](O)[C@@H](O)[C@H](O)[C@H](O)CO,99,3,4,-0.3,-6,-3,102,3.7,1.2,-2
CC(C)(C)NC(=O)NC(=O)COc1ccccc1C#N,100,187*,4,0.1,37,-187,140*,0.6,2.1,-44
COc1cccc(-n2c(SCC(=O)Nc3cc(C)on3)nc3c([nH]c4ccccc43)c2=O)c1,144*,-13,-48,-0.1,-4,13,81,3.9,2.1,21

# (cont.)
compound,STAT3 activator,APP 5'UTR act,STAT3 blocker,Hsp70 activator,FLuc inhib CS,APP transl inh,STAT1 activator,RAM network inh,NF-kB expr up,STAT1 inh
COc1cccc(NC(=O)c2ncn[nH]2)c1,100,-1,3,0.0,3,1,110,-0.6,1.1,-9
Clc1ccc2oc(-c3ccccn3)nc2c1,94,124,14,-0.4,69*,-124,121,0.8,3.1,-23
CCCCCCn1c(COc2ccccc2F)nnc1SCC(=O)N1c2ccccc2NC(=O)C1(C)C,108,-1,-9,-0.1,0,1,95,8.1,0.57,5
COC(=O)C1C(=O)OC(C)(C)C1C(C)C(=O)c1ccc(C)cc1C (stereo not drawn),101,-15,8,0.1,-5,15,99,0.9,1.1,2
N#Cc1c(-c2ccccc2)ccn(Cc2ccc(Cl)cc2)c1=O,105,25,-1,0.1,-6,-25,105,2.0,1,-6
N#Cc1c(-c2ccco2)nc(NCC2CCCO2)[nH]c1=O (stereo not drawn),92,8,13,0.1,-1,-8,97,2.4,0.94,0
CCN(CC)c1ccc(NC(=O)Nc2cccc(C(C)=O)c2)cc1,91,19,9,-0.1,52*,-19,102,1.8,1.4,-2
O=c1cc(C(Cl)(Cl)Cl)oc2c1ccc1ccccc12,100,-8,4,0.3,-2,8,80,4.3,1.3,22
CCNc1nc(NC(C)C)nc(N(C#N)CCOc2ccccc2)n1,107,6,-7,0.2,-4,-6,105,0.0,0.59,-6
O=C(Nc1cccnc1)c1noc2c1CCCC2,102,37,4,0.0,16,-37,118,2.4,1.6,-18
NC(=O)c1ccc(NC(=O)COC(=O)CCc2ccc(S(=O)(=O)N3CCCCC3)cc2)cc1,108,10,-8,-0.1,-2,-10,98,2.6,1.2,1
O=C(O)C1CCCN(S(=O)(=O)c2cccc3cccnc23)C1 (stereo not drawn),98,-3,1,-0.6,1,2,104,2.2,1.2,-7
CCOC(=O)c1ccc(S(=O)(=O)NNC(=O)COc2cccc(C)c2)cc1,112,-16,-9,-0.1,-6,16,104,1.8,0.91,-4
O=C(COC(=O)CCC(=O)c1ccc(Cl)cc1)NC1CC1,95,-1,14,0.2,-7,1,95,0.5,1.3,5
Cc1ccc(OC(=O)CCC(=O)Nc2ccc(Br)cc2)cc1,105,24,-1,-0.2,-6,-24,98,0.8,1.1,2
Cn1ccc(C(=O)Nc2ccc(Br)cc2Br)n1,95,143*,4,-0.1,21,-143,168*,2.8,7.6*,-72
COc1cc(/C=N/O)c(Br)cc1OCC(=O)Nc1ccccc1C,88,11,13,-0.2,-2,-11,101,0.8,1.6,-1
COc1ccccc1-c1nc(NC(C)=O)n[nH]1,159*,0,-65,0.9,-6,0,89,-0.7,1.1,12

# From PubChem BioAssay
